LMPTP block: LMPTP (human) inhibition | 360,000 tested, 0.22% active | P24666 | recombinant LMPTP-A, OMFP fluorogenic substrate, fluorescence intensity | inhibition, % at 20 µM;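 active = compounds that cut the enzyme signal by at least half of the control window in the single-dose screen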;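 also: plate controls were DMSO wells with enzyme plus substrate for no effect and substrate without enzyme for full effect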
Target sequence (P24666 whole entry, looked up): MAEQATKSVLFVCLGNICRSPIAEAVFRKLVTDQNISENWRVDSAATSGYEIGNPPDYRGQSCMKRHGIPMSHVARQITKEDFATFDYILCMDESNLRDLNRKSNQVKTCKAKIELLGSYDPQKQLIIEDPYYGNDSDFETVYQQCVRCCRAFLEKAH
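Test system – LMPTP-A enzyme · Amount – LMPTP-A at 0.625 nM final in the reaction · Buffer or medium – Bis-Tris pH 6.0, DTT, detergent · Reagent – OMFP 400 µM · Doses – single 20 µM dose · Schedule – reaction 50 min, room temperature, dark · Detection – fluorescence intensity of OMFP turnover product · Evaluation – percent inhibition versus substrate-only and uninhibited controls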
PABP1 MLLE inh: inhibitors of microRNA-mediated deadenylation, human PABP1 MLLE binding | P11940 | GST-MLLE / FITC-PAM2 fluorescence polarization | inhibition, % at 20 µM | 360,000 tested, 0.36% active | AID 588489; in the data active = inhibition above about 35%, passing the limit was not always enough;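 also: plate controls were DMSO wells with GST-MLLE for no effect and wells lacking GST-MLLE protein for full effect; some results filed as inactive read as strong as hits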
Target sequence (P11940 whole entry, looked up): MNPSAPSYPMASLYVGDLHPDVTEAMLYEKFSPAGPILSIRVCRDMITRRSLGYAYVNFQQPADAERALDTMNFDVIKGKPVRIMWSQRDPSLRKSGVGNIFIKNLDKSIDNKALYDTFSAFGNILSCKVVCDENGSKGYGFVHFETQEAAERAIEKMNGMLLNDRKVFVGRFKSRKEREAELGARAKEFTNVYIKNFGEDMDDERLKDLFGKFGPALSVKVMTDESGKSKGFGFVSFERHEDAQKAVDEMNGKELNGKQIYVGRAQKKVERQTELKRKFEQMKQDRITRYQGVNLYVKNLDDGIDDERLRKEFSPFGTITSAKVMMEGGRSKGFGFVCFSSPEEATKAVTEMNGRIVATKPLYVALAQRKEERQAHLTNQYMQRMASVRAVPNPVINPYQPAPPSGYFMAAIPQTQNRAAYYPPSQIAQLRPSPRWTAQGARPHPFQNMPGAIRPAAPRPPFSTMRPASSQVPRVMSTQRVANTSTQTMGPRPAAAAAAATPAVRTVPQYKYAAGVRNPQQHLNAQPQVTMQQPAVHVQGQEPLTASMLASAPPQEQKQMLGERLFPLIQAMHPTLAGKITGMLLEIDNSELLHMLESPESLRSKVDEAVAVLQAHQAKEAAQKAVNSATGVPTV
Rpn11 block: inhibitors of human proteasome Rpn11; human 26S proteasome, Ub4-pepOG fluorescence polarization; 20S core pre-blocked with epoxomicin; O00487; AID 588493; 360,000 tested, 0.59% active; calls only at 20 µM;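 active = inhibition at 20 µM, scaled to each plate's controls, above about 33%, limit read from the data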
TbMetRS inhib: blocks T. brucei methionyl-tRNA synthetase activity; inhibition, % at 11.9 µM; 360,000 tested, 0.4% active; purified T. brucei MetRS, ATP depletion, Kinase-Glo luminescence;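 active = inhibition above a per-plate cutoff of the control wells' mean inhibition plus 3 SD, cut at about 5.5% in these data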;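 also: 0% = DMSO wells median and 100% = median of wells with control inhibitor compound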
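Assay system: T. brucei methionyl-tRNA synthetase, purified | Medium: HEPES buffer with MgCl2, KCl, DTT, spermine, BSA, pyrophosphatase | Compound: 11.9 µM single point | Incubation: 15 min enzyme-compound preincubation, 2 h reaction, 10 min detection, 25 °C | Measured by: Kinase-Glo luciferase luminescence reporting remaining unconsumed ATP | Measure: % inhibition normalized to control-well medians | Replication: Singlicate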
SUMO1-SIM PPI: alters human SUMO1 binding to SIM partners; P63165; SUMO1 binding to a labelled peptide, TR-FRET, 1 h; inhibition, % at 20 µM; 360,000 tested, 0.33% active; AID 602429; in the data active = inhibition above about 37%
DNMT1 inh: blocks human DNA methyltransferase DNMT1; AID 588458; 360,000 tested, 0.83% active; inhibition (reported as % activation of signal), % at 10 µM; DNMT1 molecular beacon, Hinp1I cleavage, fluorescence; in the data active = inhibition above about 50%
Scp1 inh: Scp-1 (human) phosphatase inhibition; Q9GZU7; Recombinant Scp1, phosphopeptide, malachite green phosphate absorbance; inhibition, % at 20 µM; 340,000 tested, 0.88% active;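 active = inhibition above about 50% at 20 µM, limit read from the data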;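 also: plate controls were DMSO wells with enzyme for no effect and wells lacking enzyme for full effect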
Target sequence (Q9GZU7 76-261 limits assumed): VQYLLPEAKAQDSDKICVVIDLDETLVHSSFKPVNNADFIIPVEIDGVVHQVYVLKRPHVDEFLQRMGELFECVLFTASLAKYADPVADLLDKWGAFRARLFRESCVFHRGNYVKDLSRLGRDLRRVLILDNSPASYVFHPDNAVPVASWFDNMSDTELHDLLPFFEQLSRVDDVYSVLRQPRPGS
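Material – SCP-1 phosphatase catalytic domain, residues 76-261 · Buffer or medium – Acidic Tris acetate buffer with magnesium and detergent · Also added – Phospho 17-mer peptide substrate · Compound – single 20 µM dose, 1% DMSO · Times – 45 min room-temperature reaction, 5 min colour, 30 min stabiliser · Technique – Phosphate-binding colour reagent, absorbance read at 630 nm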
CSN deneddyl inh: CSN deneddylation inhibition. Q92905. Purified CSN, SCF-Nedd8-OG deneddylation, fluorescence polarization. inhibition, % at 12.5 µM. 360,000 tested, 0.38% active. AID 651999;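 active = pattern-corrected inhibition above about 35%, with an unprinted fluorescence ratio check between 0.5 and 1.5, limit read from the data, passing the limit was not always enough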;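 also: 0% = enzyme with substrate and 100% = substrate without enzyme; some results filed as inactive read as strong as hits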
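Material: human Csn5 produced in HEK293T cells; Input: enzyme 0.24 nM; Reagent: SCFSkp2-Nedd8OG substrate at 10 nM final; Dosing: 12.5 µM compound; Incubation: 90 min reaction at room temperature; Detection: fluorescence polarization of the substrate; Evaluation: % inhibition of substrate cleavage by Csn5; Control set: substrate-only high control, full reaction low control.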
NadD block: inhibitors of Staphylococcus aureus NadD | 360,000 tested, 0.78% active | inhibition, % at 20 µM | purified NadD enzyme, colorimetric absorbance read-out; in the data active = inhibition above about 26%; also: some compounds past the cut are filed as inactive
STEP inh: blocks human striatal-enriched tyrosine phosphatase. P54829. recombinant STEP, OMFP fluorogenic substrate, fluorescence. inhibition, % at 20 µM. 360,000 tested, 0.25% active;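 active = inhibition at 20 µM, scaled per plate between control wells, above about 37%, limit read from the data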;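 also: 0% = DMSO with enzyme and substrate and 100% = substrate only without enzyme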
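System: STEP (striatal-enriched tyrosine phosphatase) enzyme, cell-free; medium: Bis-Tris pH 6.0 buffer with DTT, detergent; dosing: 20 µM, 1% DMSO; times: reaction 20 min, ambient temperature; detection: fluorescence, 480/540 nm; read-out basis: normalized % inhibition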
An asterisk follows results filed as active; i = inactive; / = not tested or not shown.

SMILES | LMPTP block | PABP1 MLLE inh | Rpn11 block | TbMetRS inhib | SUMO1-SIM PPI | DNMT1 inh | Scp1 inh | CSN deneddyl inh | NadD block | STEP inh
CCOC(=O)c1cnc2nc(NCc3ccc(OCc4ccccc4)cc3)[nH]n2c1=O | -1.1 | -1 | i | -0.8 | 7 | 1 | 71* | 2 | 10 | 4
COCCNC(=O)C(NC(=O)C1CCCCC1)C12CC3CC(CC(C3)C1)C2 (stereo not drawn) | -1.0 | 10 | i | 0.3 | 0 | -2 | -1 | -7 | 3 | -2
CC1=NN2C(=N)/C(=C\c3cc(C)n(-c4ccccc4)c3C)C(=O)N=C2S1 | -1.7 | 7 | i | 0.5 | -6 | -4 | -6 | 5 | 3 | -4
COC(=O)c1ccc2nc(-c3ccc(C#N)cc3)c(Cc3cccc(Cl)c3)n2c1 | 3.2 | / | / | -0.4 | 1 | / | / | 6 | 18 | /
O=C(COC(=O)CNC(=O)c1ccc(F)cc1)NC1CCCc2ccccc21 (stereo not drawn) | -1.0 | 6 | i | -0.3 | -1 | 0 | 0 | -3 | -6 | -1
CCN(C(=O)CSc1nnc(C2CC2)n1-c1ccccc1)C1CCS(=O)(=O)C1 (stereo not drawn) | -0.1 | -12 | i | -0.2 | -2 | 2 | -5 | -2 | -2 | -2
O=[N+]([O-])c1cc(Br)ccc1C[n+]1ccccc1 | 3.7 | 2 | i | -0.1 | -17 | 3 | -2 | -3 | 2 | 1
S=C(/N=c1/sccn1Cc1ccccc1)NC1CC1 | -0.2 | -67 | i | -0.2 | 5 | -5 | 1 | 3 | -6 | 2
Cc1cc(Br)ccc1NC(=O)CNC(=O)CSc1nccn1C | -1.4 | -6 | i | -0.3 | 4 | 1 | -3 | -4 | 1 | -1
CC(NC(=O)CCCCCNC(=O)N1CCn2c1nc1ccccc12)c1ccccc1 (stereo not drawn) | 0.4 | -5 | i | -0.6 | -2 | -2 | 5 | 0 | 8 | -1
Cc1ccc(S(=O)(=O)Nc2ccc3cn[nH]c3c2)cc1 | 0.2 | -3 | i | -0.4 | 4 | -2 | -8 | -2 | 2 | -3
Cc1ccc(NC(=O)CN(c2ccc(C)cc2)S(=O)(=O)c2cccc3nonc23)cc1 | 2.0 | -1 | i | 0.5 | -15 | -3 | -8 | -2 | -3 | 2
CCn1c(-c2cccs2)nc2ccccc21 | 0.3 | 15 | i | -0.8 | -6 | -2 | 3 | -1 | -2 | 2
COc1ccccc1-n1c(SCC(=O)NC2CCCCC2)nc2c(c1=O)SCC2 | -0.4 | -4 | i | -0.5 | -9 | 2 | -9 | 1 | 9 | 1
O=C(Nc1cccc(NC(=O)c2cc([N+](=O)[O-])ccc2Cl)n1)c1cc([N+](=O)[O-])ccc1Cl | 2.0 | -11 | i | -0.8 | -30 | -2 | -27 | 0 | 14 | 4
Cc1cc2c(c(=O)n1CCN(C)C)C(c1ccncc1)C(C#N)=C(N)O2 (stereo not drawn) | -2.4 | -2 | i | -1.0 | 1 | -1 | -5 | -3 | -3 | 2
COc1ccc2[nH]c(C)c(C(=O)CN3CCOCC3)c2c1 | 0.7 | 1 | i | -1.7 | 9 | 1 | 2 | -1 | 2 | -1
Cc1ccc(C)c(N2CCN(CCCNC(=O)Cn3cc4c(n3)CCCCC4)CC2)c1 | -2.1 | 5 | i | -0.3 | 16 | -2 | -4 | 5 | -3 | -4
CC(=O)Oc1ccc2cc(-c3ccccc3)c(=O)oc2c1 | -1.1 | 12 | i | -0.4 | -22 | 2 | -9 | 5 | -7 | 0
CCc1c(C)sc(NC(=O)c2cc(-c3cc(OC)ccc3OC)on2)c1C#N | -1.0 | -1 | i | 0.2 | -4 | 23 | -5 | 4 | -4 | 3
COC1OC2COC(c3ccccc3)OC2C(NC(C)=O)C1OC(C)=O (stereo not drawn) | -2.8 | -3 | i | 0.0 | 1 | 9 | / | 1 | -2 | 0
O=C(Cc1cn2ccsc2n1)Nc1nc2c(s1)CCCC2 | -0.3 | -1 | i | 0.2 | 1 | 0 | 8 | 1 | -2 | 2
N#CCSc1ccc(-c2nc3ccccc3[nH]2)cn1 | 0.4 | -2 | i | 4.5 | 6 | -2 | 1 | -3 | -3 | 0
COc1cc(/C=C(/NC(=O)c2ccccc2)C(=O)N2CCOCC2)c([N+](=O)[O-])cc1OC | 0.2 | 7 | i | -0.2 | -20 | 2 | -5 | 5 | 1 | -1
Clc1cc(Cl)cc(Nc2ccccc2CN(C/C=C/c2ccc3c(c2)OCO3)Cc2ccccc2)c1 | -0.7 | -1 | i | -0.8 | 7 | 12 | / | -2 | 8 | 2
COc1ccc(S(=O)(=O)CCc2nnc(NC(=O)c3cccs3)s2)cc1 | 0.0 | 0 | i | -1.0 | 3 | -1 | -6 | 2 | -2 | 1
c1ccc(Nc2cccc3ccccc23)cc1 | 2.8 | 21 | i | 0.3 | -7 | -26 | -16 | -4 | 3 | -2
Cc1ccc(/C([O-])=C(/C(=S)NCc2ccco2)[n+]2ccccc2)cc1[N+](=O)[O-] | 10.0 | 9 | i | 0.6 | 7 | 12 | 1 | 13 | 10 | 4
CCOc1ccccc1CNC(=O)c1ccc(Sc2ccc(Cl)cc2)c(NC(C)=O)c1 | 0.8 | -4 | i | -0.2 | -3 | 1 | -11 | -4 | -4 | 1
CCn1c(SCC(=O)N2CCC(C)CC2)nnc1-c1ccco1 | -0.4 | -4 | i | -0.9 | 4 | 0 | -1 | 0 | -5 | -3
O=C(c1ccco1)N1CCN(C(=O)c2cnn(-c3ccc(Cl)cc3)c2C2CCNCC2)CC1 | -4.6 | 16 | i | -0.1 | 2 | 0 | -8 | -1 | -5 | 0
O=C(NCCc1ccc(F)cc1)C1CCCO1 (stereo not drawn) | -0.6 | 4 | i | -1.9 | -2 | 6 | -5 | 14 | -2 | 0
CC(C)c1ccc(NC(=O)COC(=O)c2c[nH]c(=O)[nH]c2=O)cc1 | -1.4 | -6 | i | -0.7 | 12 | -1 | -5 | 4 | -1 | -1
O=C1CN(C(=O)/C=C/c2cccc(Cl)c2)c2ccccc2N1 | 1.4 | -1 | i | -0.5 | -8 | 0 | -2 | -3 | -7 | 2
CN(Cc1ccccn1)C(=O)C1CCC(=O)N(Cc2cccc(F)c2)C1 (stereo not drawn) | -2.0 | 2 | i | 0.0 | -1 | -1 | -11 | 2 | -3 | 0
O=C(Nc1ccccn1)C(c1ccccc1)c1ccccc1 | 0.1 | 10 | i | -0.3 | -4 | -3 | / | -3 | 4 | 0
Cc1ccc(OC(=O)c2ccc(N3CCOCC3)c([N+](=O)[O-])c2)cc1 | 2.0 | -2 | i | 0.1 | -13 | 0 | -20 | 0 | -11 | -1
Cc1cc(C)nc(NS(=O)(=O)c2ccc(NS(=O)(=O)c3ccc(F)c(F)c3)cc2)n1 | -1.3 | -4 | i | 0.4 | 5 | -2 | / | 1 | -1 | -3
C(=N\n1cnnc1)/c1ccccn1 | -0.5 | 8 | i | -0.6 | -1 | 3 | -8 | 27 | -7 | -5
NC(=O)C1CCCN(C(=S)Nc2ccccc2)C1 (stereo not drawn) | -0.2 | -8 | i | -0.9 | 7 | 2 | -2 | 2 | -2 | 2
Cc1ccc(SCC(=O)N2CCc3ccccc32)cc1 | 0.1 | 7 | i | -1.1 | 0 | 3 | -8 | -4 | -7 | 7
COc1ccc(CCNc2nnc(C)c(=O)[nH]2)cc1OC | -0.7 | -8 | i | 0.5 | -6 | -1 | -3 | 1 | 1 | 2
O=C(NCc1ccccc1)C1C(c2ccc3c(c2)OCO3)=Nc2ccccc2N1C(=O)c1ccco1 (stereo not drawn) | 1.8 | / | / | -0.4 | -19 | / | / | 3 | / | /
CCOc1ccc(CNCCCSc2ncccn2)cc1OC | -1.7 | -2 | i | 0.1 | 10 | -3 | -9 | 1 | 3 | -2
O=C(CCNS(=O)(=O)c1ccc(OC(F)(F)F)cc1)Nc1cccc(S(=O)(=O)N2CCCC2)c1 | 1.0 | 15 | i | -0.5 | -1 | 9 | -3 | -1 | -5 | 1
O=C(c1nn(Cc2ccccc2)c(=O)c2ccccc12)N1CCc2ccccc2C1 | 1.0 | 1 | i | -0.1 | -1 | -3 | -9 | -7 | -3 | 0
Cc1cc(Br)cn2c(Cc3cccc(F)c3)c(C3CCCCC3)nc12 | 6.5 | -11 | i | -0.5 | -2 | 9 | / | -3 | 0 | 3
FC(F)(F)Oc1ccc(Nc2nc(N3CCOCC3)nc(N3CCOCC3)n2)cc1 | 1.9 | 2 | i | -0.4 | -1 | 3 | -1 | -3 | -9 | -1
OC1(c2ccccn2)COc2ccccc2O1 (stereo not drawn) | -1.6 | -1 | i | -0.4 | 5 | 1 | -7 | 1 | -2 | 2
Cc1c(C(=O)NCCCc2ccccc2)cccc1[N+](=O)[O-] | -1.1 | 13 | i | -1.2 | -2 | 4 | -14 | -1 | -5 | -4
CC(NC(=O)Cc1ccsc1)c1ccc(Cl)cc1Cl (stereo not drawn) | 0.5 | 1 | i | 0.1 | 1 | -2 | -1 | 5 | 0 | 0
CCOC(=O)Cc1csc(NC(=O)Cc2ccccc2[N+](=O)[O-])n1 | 0.9 | -2 | i | 0.4 | -7 | -6 | -7 | 1 | -1 | -2
O=S(=O)(Nc1ccon1)c1cc(Cl)ccc1Cl | -2.5 | 4 | i | -0.3 | 1 | 0 | -4 | -1 | -2 | -3
CCC(Cc1ccccc1)NC(=O)CSc1ccsc1[N+](=O)[O-] (stereo not drawn) | 0.3 | 11 | i | -0.3 | -23 | -3 | -11 | -1 | -6 | -1
CCCCN1CC(N2CCN(C(=O)c3ccco3)CC2)CS1(=O)=O (stereo not drawn) | -2.2 | -8 | i | -1.3 | 0 | 2 | / | -1 | -12 | -1

Screening data from PubChem BioAssay.
